# Screening results deposited in PubChem BioAssay by Broad Institute.
# S100A4 inh HTS: S100A4-myosin IIA interaction inhibition. P26447. S100A4/TAMRA-MyoIIA peptide fluorescence polarization. inhibition, % at 10.7 µM. actives 0.14% (n = 360,000). AID 652163;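 active means mean inhibition of at least 70% across replicates, with every replicate also reaching that level; inconclusive means mean inhibition reaches 70% but some replicates fall short; inactive means mean inhibition below 70%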
# Target sequence (P26447 whole entry, looked up): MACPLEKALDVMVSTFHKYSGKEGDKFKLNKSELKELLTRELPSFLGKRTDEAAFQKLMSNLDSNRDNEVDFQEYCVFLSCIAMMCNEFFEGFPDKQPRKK
#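 Material: human S100A4 monomer with TAMRA-labelled myosin IIA peptide; buffer or medium: HEPES pH 7.2 with CaCl2, KCl, NaCl, DTT, Triton; compound dosing: one concentration per compound; schedule: 5 min incubation before reading; benchmarks: neutral control DMSO, positive control TFP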
# FN deposit inh: fibronectin deposition inhibition. inhibition, % at 12.6 µM. actives 0.086% (n = 350,000). AID 743247. AH1F fibroblasts, Alexa488-fibronectin deposition fluorescence, overnight;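 active means mean inhibition across replicates of 30% or more, regardless of how many single replicates reach that level; inconclusive means mean under 30% yet at least half of replicates reach 30%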;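 further: positive control wells lacked labelled fibronectin entirely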
#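 Test system: AH1F fibroblast monolayer depositing Alexa488-labelled fibronectin into matrix. Input: 10000 cells per well. Technique: fluorescence, ex 485 nm, em 525 nm. Buffer or medium: DMEM plus 2% serum, read in PBS. Timing: 1 h cell adhesion before compound, then overnight fibronectin incubation. Compound: single dose, pinned. Read-out basis: inhibition from reduced deposited-fibronectin fluorescence.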
# XiGFP reactiv: activators of X-chromosome reactivation in mouse fibroblasts; actives 0.055% (n = 360,000); XiGFP mouse fibroblasts, % GFP-positive cells imaging, 3 d; cells co-treated with 5-aza-dC sensitizer; scaled so ellipticine positive control = 100%; activation, % at 7.58 µM;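 active means mean normalized replicate activation at least 10% and every replicate at or above 10%; inconclusive means only one of the two criteria met; inactive means mean below 10% and not all replicates reach 10%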;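 further: 0% = median of on-plate neutral control wells and 100% = ellipticine 6 µM median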
#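 Material: XiGFP fibroblasts, SV40-immortalized. Buffer or medium: DMEM plus 5-aza-dC sensitizer. Compound: single concentration per compound, delivered by pin transfer. Times: 3 days compound exposure. Controls: ellipticine 6 µM.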
# RAD52 anneal inh: inhibitors of human RAD52 DNA annealing; inhibition, % at 18.7 µM; AID 651710; recombinant RAD52 DNA annealing, FRET fluorescence; actives 0.46% (n = 360,000); P43351;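 active means every replicate showing at least 50% inhibition; inconclusive means mean inhibition at least 50% but not in every replicate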
# esBAF inh: SWI/SNF esBAF complex inhibition | mouse ES cells, Bmi1-luciferase knock-in reporter, 24 h; 100% = twice the neutral-well signal | reporter increase, % at 12.5 µM | actives 2% (n = 350,000); in the data active means activation above about 40%; inconclusive means no clear call, values can overlap the other calls;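 further: 0% = median of the plate's neutral control wells and 100% = double that signal; a rise in the Bmi1 reporter signal indicates esBAF inhibition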
# EWS-Fli inh: blocks EWS/Fli oncoprotein-driven transcription. inhibition, % at 12.6 µM. A673 NR0B1-luciferase reporter, viability-normalised. actives 0.67% (n = 350,000);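 active means mean inhibition of at least 50% after viability correction, with every replicate also passing that limit; inconclusive means mean reaches 50% but only one of two replicates passes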;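 further: firefly luciferase signal divided by Alamar Blue viability fluorescence both relative to DMSO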
# E-selectin induc: E-selectin induction on HUVECs | P16581 | HUVEC E-selectin immunofluorescence imaging; normalized: neutral wells 0, TNF-alpha wells 100 | activation, % at 7.58 µM | actives 0.37% (n = 260,000) | AID 686992;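 active means mean E-selectin-positive cell signal at least 10% of the positive control, reached in at least 60% of replicates, without over 20% cell loss; inconclusive means no rule given, readout overlaps actives, possibly toxicity-flagged; inactive means the rest, including those meeting only one limit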;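 further: in these data hits start at about 27%; measured in HUVEC primary endothelial cells; signal is the percent of cells scored E-selectin positive by PE staining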
# Target sequence (P16581 whole entry, looked up): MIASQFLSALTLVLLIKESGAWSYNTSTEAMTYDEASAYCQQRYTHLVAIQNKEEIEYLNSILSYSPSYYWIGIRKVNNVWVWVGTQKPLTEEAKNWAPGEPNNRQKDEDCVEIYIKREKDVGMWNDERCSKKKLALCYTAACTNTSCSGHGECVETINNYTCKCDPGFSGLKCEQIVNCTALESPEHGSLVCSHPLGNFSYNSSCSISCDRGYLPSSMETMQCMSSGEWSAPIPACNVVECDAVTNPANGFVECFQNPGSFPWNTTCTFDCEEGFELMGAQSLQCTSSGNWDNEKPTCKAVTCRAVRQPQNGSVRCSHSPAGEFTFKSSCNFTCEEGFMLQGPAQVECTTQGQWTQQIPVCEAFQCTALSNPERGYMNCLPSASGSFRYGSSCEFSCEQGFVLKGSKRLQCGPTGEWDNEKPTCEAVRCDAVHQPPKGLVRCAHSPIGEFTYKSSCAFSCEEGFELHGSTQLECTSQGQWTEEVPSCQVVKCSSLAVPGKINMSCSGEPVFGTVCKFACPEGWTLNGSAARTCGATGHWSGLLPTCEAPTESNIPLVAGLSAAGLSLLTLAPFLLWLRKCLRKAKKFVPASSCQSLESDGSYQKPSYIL
#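 assay system = HUVEC, human umbilical vein endothelial cells | input = 3,000 HUVEC seeded per well | medium = EGM-2 growth medium on 0.1% gelatin-coated wells | dosing = one compound dose added by pin transfer | signal = immunofluorescence imaging | read-out basis = % PE-positive cells | control set = TNF-alpha, DMSO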
# RAD54 inh: RAD54 (human) branch migration inhibition | inhibition, % at 10.4 µM | AID 602329 | Q92698 | actives 0.14% (n = 360,000) | RAD54 Holliday junction branch migration, FAM/BHQ fluorescence;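 active means mean normalized replicate activity at least 40 and at least half of replicates scoring 40 or more; inconclusive means only one of the two criteria met; inactive means mean below 40 and under half of replicates reaching 40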;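 further: 0% = median of neutral control wells and 100% = median of positive control wells; inhibitors cause a drop in the FAM fluorescence signal; in these data hits start at about 50%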
# Starred values were filed as active, the others as inactive; ? = inconclusive; / = not tested or not shown; & = joins results of further samples.
SMILES,S100A4 inh HTS,FN deposit inh,XiGFP reactiv,RAD52 anneal inh,esBAF inh,EWS-Fli inh,E-selectin induc,RAD54 inh
CC(C(=O)Nc1ccccc1Cl)c1ccc([N+](=O)[O-])cc1 (stereo not given),11,2,0.3,-5,/,-2,/,/
COc1ccc(-n2c(=O)[nH]c3cc(C(=O)NCCc4ccc(Cl)cc4)ccc3c2=O)cc1OC,-2,4,0.5,-3,7,20,-2.2,/
COc1ccc(C(C(=O)NC(C)(C)C)N(Cc2ccco2)C(=O)CCC(=O)Nc2ccccn2)cc1 (stereo not given),-1,-1,0.0,-12,-5,-6,-0.1,-12
Cc1nn(-c2ccc(F)cc2)c(N)c1C1(O)C(=O)Nc2ccccc21 (stereo not given),10,-1,0.0,-3,/,14,/,/
COc1ccc(-c2csc(NC(C)c3nc4cc(C(F)(F)F)ccc4n3CCOCCO)n2)cc1 (stereo not given),-8,-7,0.1,-72,-13,19,0.1,0
O=C(COc1ccccc1)NNC1=NS(=O)(=O)c2ccccc21,4,/,0.0,-7,/,1,/,/
COc1ccc(S(=O)(=O)N2CCOCC2)cc1NC(=O)Cc1cccs1,0,0,-0.1,-8,-8,8,-0.2,6
O=C([C@H]1[C@H](CO)[C@H]2Cn3c(ccc(-c4ccncc4)c3=O)[C@H]2N1CCC(F)(F)F)N1CCCCC1,7,/,0.2,-22,-2,-5,-0.4,2
C[C@@H]1CN([C@H](C)CO)S(=O)(=O)c2ccc(C#CC3CC3)cc2O[C@@H]1CN(C)S(C)(=O)=O,-3,1,-1.0,1,5,-6,-0.6,3
COc1cc(NC(=O)CSc2nc3[nH]ncc3c(=O)n2-c2ccc(Cl)cc2)cc(OC)c1,14,9,0.1,-3,-3,/,/,-9
Cc1ccc(NCc2ccccc2)cc1,-20,/,-0.1,-16,/,-39,/,/
C[C@@H]1CN([C@@H](C)CO)C(=O)CCCn2cc(nn2)CO[C@H]1CN(C)S(=O)(=O)c1ccc(-c2ccccc2)cc1,-11&3,5&3,0.2&0.2,-2&3,-1&9,4&3,-0.2,4
CNC(=O)C[C@H]1CC[C@@H]2[C@@H](COc3ccc(NC(=O)NCc4ccccc4)cc3C(=O)N2C)O1,/,-12,0.5,/,0,-5,0.1,-2
CO[C@H]1CN(C)C(=O)c2ccc(NS(=O)(=O)c3ccccc3)cc2OC[C@H](C)NC[C@H]1C,8,-6,-0.3,-5,1,2,0.2,3
C[C@H](CO)N1C[C@H](C)[C@H](CN(C)C(=O)Nc2cccc3ccccc23)Oc2ccc(NC(=O)Nc3cccc4ccccc34)cc2CC1=O,-31,/,0.0,-5,-4,8,0.6,2
CCC[C@@H]1Cc2ccccc2N1C(C)=O,1,0,0.0,1,0,-5,-0.1,-4
CCOc1ccc(C(=O)Nc2ccc3nc(N4CCN(CC)CC4)cc(C)c3c2)cc1,-2,4,0.0,11,-64,3,/,5
Cc1cc2c(=O)n(C)c(SCC(=O)Nc3cccc(O)c3)nc2s1,-2,-10,0.0,-21,0,/,/,6
CCCC(=O)Nc1ccc2c(c1)C(=O)N(C)C[C@@H](OC)[C@@H](C)CN(CCC)[C@@H](C)CO2,4,1,0.4,4,5,-2,0.0,1
Cc1cc(C)c(C#N)c(Nc2ccccc2C)n1,3,-3,0.0,-9,-5,-18,1.5,-8
COc1cc(CO)ccc1OCc1nnnn1-c1ccc(C)cc1,-11,0,0.2,-5,2,-6,-0.1,11
COc1cc(C(=O)OCC(=O)Nc2ccc(OC(F)F)cc2)cc(OC)c1OC,-4,4,0.0,-5,0,2,0.1,-1
CCCCCCCCCCCCCCCC[n+]1ccc(/C=N/O)cc1,-2,/,?,88*,/,21,/,/
CCOc1ccc(S(=O)(=O)N2CCC(C(=O)NCC(=O)Nc3cccc(Cl)c3C)CC2)cc1,3,0,0.0,-12,5,18,0.2,-6
O=C(C1CCCC1)N1CCCCN2[C@H](CO)[C@H](c3ccc(C4=CCCC4)cc3)[C@@H]2C1,-10,/,0.3,-7,-2,7,1.0,2

# (more compounds)
SMILES,S100A4 inh HTS,FN deposit inh,XiGFP reactiv,RAD52 anneal inh,esBAF inh,EWS-Fli inh,E-selectin induc,RAD54 inh
Cc1onc(-c2ccc(Cl)cc2Cl)c1-c1csc(N/N=C/c2ccccc2)n1,-7,0,1.4,-5,-5,16,/,/
COc1ccccc1N1CCN(C(=O)c2cc3c(=O)n(C)c4ccccc4c3n2C)CC1,0,-4,0.2,-2,-4,-33,-0.1,8
COc1cccc(C(=O)N2c3ccccc3Sc3ccccc32)c1,-11,-4,-0.1,-5,/,-14,/,/
COC(=O)c1ccccc1-n1c(CCC(=O)O)ccc1-c1ccc(F)cc1,-4,2,0.0,-24,-1,4,/,-9
COC(=O)Cn1c2ccccc2c(=O)n1C(C)CBr (stereo not given),-2,-17,0.3,-1,/,-8,0.1,/
Fc1ccc(OCCOCCN2CCNCC2)cc1,-4,8,0.0,-17,0,-5,0.0,-5
COc1ccccc1/C=C/C(=O)Nc1cccnc1,1,-11,0.0,-6,39,-89,/,4
COc1ccc(S(=O)(=O)Nc2ccc3c(c2)[C@H]2C[C@@H](CC(=O)O)O[C@H](CO)[C@H]2O3)cc1,-5,0,0.1,-7,4,-4,-0.1,1
C/C(=N\Nc1nc(N2CCOCC2)nc(N2CCOCC2)n1)c1ccc([N+](=O)[O-])cc1,-6,-1,0.3,-4,/,-7,/,/
O=C(c1sccc1-c1ccccc1)N1CCN(S(=O)(=O)c2ccccc2)CC1,-1,1,0.0,-16,0,/,-0.3,5
Cc1cc(N2CCOCC2)nc2ccc(NC(=O)C3CCCCC3)cc12,-1,/,0.0,5,7,-45,-1.1,-3
CCOC(=O)c1ccc(NC(=O)C2CCCN(S(=O)(=O)c3cnc[nH]3)C2)cc1 (stereo not given),-3,0,0.2,-5,5,-8,/,-1
COc1cc(/C=N\NC(=O)c2cccc(Cl)c2)ccc1Oc1ccc([N+](=O)[O-])cn1,-4,4,-0.1,-10,13,7,-0.4,/
Cc1ccc2nc(SCC(=O)NCc3ccco3)c(C)cc2c1,4,0,0.3,-5,-3,0,/,11
COCCn1c(SCC(=O)Nc2c(C)n(C)n(-c3ccccc3)c2=O)nc2ccccc2c1=O,-4,11,0.1,9,-2,-7,-1.4,1
NC(=O)c1ccc(NC(=O)COC(=O)CCN=C2NS(=O)(=O)c3ccccc32)cc1,0,4,0.2,-7,3,-7,-0.4,2
CC1NC(=S)N(Cc2ccccc2)C1=O (stereo not given),-6,-12,0.0,-9,-1,7,/,-6
O=C(c1ccccn1)N1CC(=O)N2[C@H](C1)[C@@H](c1ccc(C#CC3CCCC3)cc1)[C@@H]2CO,-29,/,0.1,7,/,-8,-0.4,/
O=c1[nH]nnc2cc(Cl)ccc12,0,/,0.2,-3,-1,10,7.9,8
COc1ccc2c3c([nH]c2c1)[C@@H](CO)N(C(=O)C1CC1)CC31CN(C(=O)NC(C)C)C1,11,/,0.1,3,/,2,0.3,/
COc1ccc(Nc2nc(-c3ccc(OC)cc3)cs2)cc1,-9,6,0.0,-17,/,-87,/,/
c1ccc(-c2ccc(CN3C[C@@H]4C(c5ccccc5)C5(c6ccccc6)CC4(C5)[C@H]3c3ccccc3)cc2)cc1 (stereo not given in full),-1,-10,0.3,-32,0,0,-0.1,-4
CCOC(=O)N1CCN(c2cc(=O)n(-c3cccc(C)c3)c(=O)[nH]2)CC1,-6,5,0.3,-15,/,-2,0.5,/
COc1ccc(/C=N/NC(=O)C[n+]2ccccc2)c(OC)c1,1,4,-0.1,1,/,-10,5.9,/
C[C@H](CO)N1C[C@H](C)[C@H](CN(C)CC2CC2)Oc2ccc(NC(=O)Cn3cnnn3)cc2C1=O,-2,/,-0.7,5,-5,-9,16,-1

# (more compounds)
SMILES,S100A4 inh HTS,FN deposit inh,XiGFP reactiv,RAD52 anneal inh,esBAF inh,EWS-Fli inh,E-selectin induc,RAD54 inh
Cc1nn2c(=O)cc(CSc3nc4ccccc4[nH]3)nc2s1,0,-8,0.0,-1,-9,0,/,-1
O=C(O)CC(c1ccc(Cl)cc1)N1C(=O)CCC1=O (stereo not given),/,2,/,/,2,/,-1.8,-20
O=C(NNc1nc2cc3c(cc2s1)OCO3)c1ccccc1,-1,-7,-0.1,-5,31,-23,0.3,15
O=C(C[C@@H]1CC[C@H](NC(=O)c2ccc(F)cc2)[C@H](CO)O1)NCc1ccncn1,-1,/,0.3,-25,-4,/,0.7,4
CC(C)[C@H](NC(=O)c1ccccc1)C(=O)NCCc1ccccc1,-23,-1,-0.1,-15,-2,17,0.0,3
C[C@@H]1CN([C@@H](C)CO)C(=O)c2cc(NS(=O)(=O)c3cn(C)cn3)ccc2O[C@@H](C)CCCCO[C@@H]1CN(C)S(=O)(=O)c1ccc(F)cc1,16,8,-0.1,-21,-2,12,/,5
COc1ccc(CCN(C)C(=O)c2cncc(Br)c2)cc1OC,3,-2,0.3,0,-9,0,-0.4,0
C[C@H](CO)N1C[C@H](C)[C@H](CN(C)S(C)(=O)=O)Oc2ccc(NC(=O)Nc3ccc(C(F)(F)F)cc3)cc2C1=O,2,/,-0.9,4,-2,-4,/,-1
COc1ccc(C(O)c2ncc(-c3ccccc3C)[nH]2)cc1F (stereo not given),-3,-8,0.6,1,-12,-2,-0.3,-1
Cc1occc1C(=O)NNC(=O)Nc1ccc(Cl)c(Cl)c1,-2,4,0.0,-6,/,21,1.3,-6
CCOC(=O)C1CSCCS(=O)(=O)N1Cc1ccccc1F (stereo not given),-5,-30,-0.2,-10,/,0,/,/
COc1cccc(-n2c(SC)nnc2-c2c[nH]c3ccccc23)c1,4,5,0.0,-9,6,11,-0.1,-13
Cc1cccc(NC(=O)c2nc[nH]c2C(=O)N[C@@H](Cc2ccccc2)C(=O)OC(C)(C)C)c1,4,-12,0.0,-4,3,4,/,0
CCNC(=S)N1CCNC(=O)C1CC(=O)OC (stereo not given),10,-3,0.2,-6,17,10,/,-1
CCOCCCNC(=O)C(c1ccc(OC)cc1)N(Cc1ccc2c(c1)OCO2)C(=O)c1ccccc1O (stereo not given),-10,4,0.0,-6,-6,14,-0.6,-2
CC1(C(=O)N/N=C/c2c(F)c(F)c(F)c(F)c2F)CC1(Cl)Cl (stereo not given),3,9,-0.1,-12,-9,37,3.7,4
Nc1nonc1-n1nnc(C(=O)N/N=C\c2cccc(Cl)c2)c1CN1CCOCC1,-3,-10,0.2,-16,-3,-10,/,-8
